Bioassay records: PubChem BioAssay, The Scripps Research Institute Molecular Screening Center
CHRM1 antagonist – human CHRM1 antagonism; CHO-K1 hM1, Fluo-8 calcium fluorescence, ACh EC80 antagonist; inhibition, % at 3 µM; P11229; 360,000 tested, 1.3% active;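 active = percent inhibition above its own plate's cutoff, namely the mean of that plate's compound wells plus 3 SD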;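 also: peak over basal fluorescence ratio during 140 s after agonist addition; 0% = ACh EC80 plus DMSO and 100% = DMSO alone without agonist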
Target sequence (P11229 whole entry, looked up): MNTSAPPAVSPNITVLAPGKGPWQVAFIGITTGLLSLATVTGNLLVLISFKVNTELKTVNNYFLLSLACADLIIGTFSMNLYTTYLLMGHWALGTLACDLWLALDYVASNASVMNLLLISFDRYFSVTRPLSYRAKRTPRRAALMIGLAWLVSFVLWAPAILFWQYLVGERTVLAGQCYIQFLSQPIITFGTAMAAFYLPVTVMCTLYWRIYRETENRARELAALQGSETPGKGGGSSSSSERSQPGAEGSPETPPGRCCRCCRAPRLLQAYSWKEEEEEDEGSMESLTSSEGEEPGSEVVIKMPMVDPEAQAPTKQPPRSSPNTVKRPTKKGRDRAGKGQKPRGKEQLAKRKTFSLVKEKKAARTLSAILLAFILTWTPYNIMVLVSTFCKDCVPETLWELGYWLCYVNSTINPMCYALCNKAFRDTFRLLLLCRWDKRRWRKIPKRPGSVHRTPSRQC
M1 ag – activates human CHRM1 receptor | CHO-K1 hM1, Fluo-8 calcium fluorescence, agonist mode; 0% DMSO, 100% acetylcholine EC100 | activation, % at 3 µM | AID 588814 | 360,000 tested, 0.33% active;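 active = activation above the run's mean compound activation plus 3 SD, cut at about 16% in these data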;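 also: peak over basal fluorescence ratio within a 140 s kinetic read after compound addition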
M1 ag parental – nonselective activator or artifact in parental CHO-K1 cells; activation, % at 3 µM; Fluo-8 calcium fluorescence; scaled to maximal ATP response, vehicle zero; AID 602248; 360,000 tested, 0.48% active; in the data active = activation above about 15%;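 also: untransfected CHO-K1 host cells lacking M1 receptor as counterscreen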
M4 antag – antagonists of human muscarinic M4 receptor (CHRM4). CHO-hM4 cells, ACh EC80, Fluo-8 calcium fluorescence. inhibition, % at 3 µM. 360,000 tested, 0.73% active. AID 624125;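 active = inhibition above its plate's cutoff, the mean inhibition of sample wells plus 3 SD, cut at about 27% in these data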;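 also: 0% = acetylcholine EC80 with DMSO and 100% = DMSO without agonist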
M4 ag – CHRM4 agonism in calcium assay | P08173 | CHO-K1 hM4/Gqi5, Fluo-8 calcium fluorescence; vehicle 0%, full acetylcholine response 100% | activation, % at 3 µM | 360,000 tested, 0.14% active;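 active = activation above the run mean over all test wells plus 3 SD, cut at about 32% in these data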;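 also: peak over basal fluorescence ratio per well then scaled between controls; 0% = DMSO wells and 100% = acetylcholine at EC100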
CHO-K1 Ca antag – counter-screen for M1 antagonists: effect in parental CHO-K1 cells. inhibition, % at 3 µM. ATP-induced calcium, Fluo-8 fluorescence. 360,000 tested, 0.6% active;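 active = inhibition above a per-plate cutoff, the plate's mean sample inhibition plus 3 SD, cut at about 24% in these data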;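 also: 0% = DMSO plus EC80 ATP and 100% = DMSO alone without ATP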
OXTR potentiator – potentiators of human oxytocin receptor | P30559 | CHO-OTR cells, Fluo-8 calcium fluorescence, potentiator mode; 0% = oxytocin EC15, 100% = EC100 | 320,000 tested, 0.061% active | activation, % at 3 µM;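 active = activation above that plate's cutoff, the mean activation of tested compounds plus 3 SD, cut at about 6.6% in these data, passing the limit was not always enough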;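 also: 100% uses oxytocin at 75 nM as the full agonist control; some results filed as inactive read as strong as hits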
Target sequence (P30559 whole entry, looked up): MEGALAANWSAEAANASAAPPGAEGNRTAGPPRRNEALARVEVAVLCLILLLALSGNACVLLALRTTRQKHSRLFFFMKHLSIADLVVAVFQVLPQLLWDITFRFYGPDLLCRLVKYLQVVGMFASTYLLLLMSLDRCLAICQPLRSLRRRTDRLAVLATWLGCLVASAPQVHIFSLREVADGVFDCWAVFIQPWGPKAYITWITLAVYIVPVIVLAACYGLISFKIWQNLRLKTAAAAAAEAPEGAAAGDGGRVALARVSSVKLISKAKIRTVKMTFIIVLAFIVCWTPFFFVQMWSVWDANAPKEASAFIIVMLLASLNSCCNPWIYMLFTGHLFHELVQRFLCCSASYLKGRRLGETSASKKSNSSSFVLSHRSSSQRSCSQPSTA
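Assay system: CHO cell line stably expressing human OTR. Reagent: EC15 oxytocin agonist. Dosing: single dose, 3.0 µM nominal final compound concentration. Timing: compound 6 min at room temperature before oxytocin, 100 s read. Signal: kinetic Fluo-8 calcium fluorescence. Controls: oxytocin EC15 low and EC100 high.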
CHO parental Ca – counter-screen: ATP calcium response change in parental CHO cells; parental CHO-K1, ATP-induced calcium, Fluo-8 fluorescence; inhibition, % at 5.6 µM; 330,000 tested, 0.63% active; AID 463079;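 active = inhibition above that plate's mean sample inhibition plus 3 SD, cut at about 26% in these data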;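 also: 0% = ATP-challenged DMSO wells and 100% = DMSO wells without ATP; some compounds past the cut are filed as inactive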
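material = parental CHO cells | also added = ATP as calcium-mobilizing challenge | dosing = single point at 5.6 µM | detection = intracellular calcium via Fluo-8 no-wash fluorescent dye | read-out = % inhibition | benchmarks = low control ATP plus DMSO, high control DMSO only | repeats = one well per compound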
CHRM1 PAM – positive allosteric modulators of human M1 muscarinic receptor; P11229; activation, % at 3 µM; CHO-K1 hM1, Fluo-8 calcium fluorescence, ACh EC20; 0% = ACh EC20, 100% = maximal ACh; 360,000 tested, 0.088% active; in the data active = activation above about 19%, passing the limit was not always enough
Numbers without * were called inactive; · = no result given.

Each structure is followed by: M1 ag	CHRM1 antagonist	CHRM1 PAM	OXTR potentiator	M4 ag	CHO parental Ca	M1 ag parental	M4 antag	CHO-K1 Ca antag
CS(=O)(=O)N(Cc1ccc(Cl)cc1)c1ccc(C(=O)NCC2CCCO2)cc1 (stereo unspecified)
 : -4	-1	5	-2	2	-7	1.9	1	5
CCCCN(CCCC)CCNC(=O)CNC(=O)c1cccs1
 : -5	6	-4	-2	0	-12	0.9	-2	2
CCn1c(N2CCN(S(=O)(=O)c3ccc(Cl)cc3)CC2)nc2ccccc21
 : -4	4	-7	-9	23	2	12	5	1
COc1ccccc1C(=O)NCC(=O)N1CCN(C/C=C/c2ccccc2)CC1
 : 22*	-2	1	-4	4	-16	0.4	-13	-12
Cc1ccc(C(=O)OCC(=O)Nc2ccc(F)c(Cl)c2)o1
 : -3	-14	16	-7	2	8	0.7	4	-1
O=C(NCc1cccs1)C1CCN(C(=O)NCc2ccccc2)CC1
 : -2	-14	12	2	0	-8	0.4	5	-6
Cc1ccnc(-n2c(C)cc(C=O)c2C)c1
 : -7	-7	8	-12	1	-8	0.3	-10	-11
CNC(=O)c1cc2cc(OC)ccc2oc1=O
 : -2	-9	10	-5	0	-3	0.8	9	-16
O=C(Nc1ccc(N2CCOCC2)nc1)c1ccccc1Cl
 : -4	-6	8	0	1	2	1.2	-2	0
O=[N+]([O-])c1ccc2c(c1)nc1n2CCN(CC2CCCO2)C1 (stereo unspecified)
 : -5	-8	3	-2	1	-8	0.5	2	-12

3 records drawn at random from the list so far:
Each structure is followed by: M1 ag	CHRM1 antagonist	CHRM1 PAM	OXTR potentiator	M4 ag	CHO parental Ca	M1 ag parental	M4 antag	CHO-K1 Ca antag
O=C(NCc1cccs1)C1CCN(C(=O)NCc2ccccc2)CC1
 : -2	-14	12	2	0	-8	0.4	5	-6
COc1ccccc1C(=O)NCC(=O)N1CCN(C/C=C/c2ccccc2)CC1
 : 22*	-2	1	-4	4	-16	0.4	-13	-12
CCCCN(CCCC)CCNC(=O)CNC(=O)c1cccs1
 : -5	6	-4	-2	0	-12	0.9	-2	2

Later entries
Each structure is followed by: M1 ag	CHRM1 antagonist	CHRM1 PAM	OXTR potentiator	M4 ag	CHO parental Ca	M1 ag parental	M4 antag	CHO-K1 Ca antag
COc1ccc(/C=C/C(=O)N2CCN(S(=O)(=O)c3ccccc3Br)CC2)cc1OC
 : -7	-10	5	-1	14	-17	2.0	-11	-19
CC(C)(C)c1ccc(C(=O)NC(=O)COC(=O)c2ccc(Br)o2)cc1
 : -5	-19	9	0	0	-4	1.1	2	-22
Cc1ccnc(NC(=O)Nc2ccc3c(c2)OCO3)c1
 : -4	1	-4	-5	1	-10	0.2	6	8
C=C(C)CN=c1scc(C)n1/N=C/c1ccco1
 : -6	-3	5	-2	0	-20	-0.1	-17	0
O=C(c1ccco1)N1CCn2c1nc1ccccc12
 : -2	-36	6	-1	1	-2	0.2	8	-15
CCOC(=O)C1(C)CCN1C(=O)c1ccccc1C(F)(F)F (stereo unspecified)
 : 6	-14	21	·	1	·	-0.1	-11	12
NC(=O)COC(=O)CNC(=O)c1sc2ccccc2c1Cl
 : 1	-15	11	-3	1	7	0.5	5	-16
COC(CN1CCc2c(C)nc3c(C#N)cnn3c21)OC
 : -6	-6	9	3	0	-2	0.7	5	-15
CCn1nccc1C(=O)Nc1ccc(Cl)c(Cl)c1
 : -3	0	-2	-14	2	-8	1.8	-10	-14
COc1ccc2oc(C(=O)Nc3ccc(N4CCOCC4)cc3)c(C)c2c1
 : -1	6	-6	-4	13	-10	5.4	-11	-19
C=CCN=c1scc(C)n1/N=C/c1ccc(O)c(O)c1
 : -3	-6	4	-6	5	8	2.2	-1	-13
CCOC(=O)c1c(-c2ccc(C)cc2)csc1NC1=NS(=O)(=O)c2ccccc21
 : 0	6	-5	-3	0	-8	-0.1	3	15
COc1ccccc1NC(=O)Cn1cnc2sc(C)c(S(=O)(=O)N3CCCCC3)c2c1=O
 : -3	4	-5	-16	1	-24	0.9	-9	-5
CCOc1cccc(OCCOCCN(C)C)c1
 : -8	-3	9	1	0	-3	-0.5	3	5
CC(=O)Nc1ccc(C2(c3ccc(NC(C)=O)cc3)NC(=O)c3ccccc32)cc1
 : -2	-13	4	-3	0	-6	1.0	-9	-6
O=C(O)[C@H]1CCCN1S(=O)(=O)c1cccc2cccnc12
 : -4	8	-4	-4	1	2	-0.3	1	-2
COc1ccccc1Nc1nnc(SC(C)C(=O)NC2CC2)s1 (stereo unspecified)
 : 4	-7	11	-3	0	-11	-0.5	-4	-1
CCCCCCc1nnc(NC(=O)c2ccco2)s1
 : 2	-16	9	-7	0	-14	-0.1	14	7
Cc1cc(O)c(CN(C)C)c2c1C(=O)/C(=C/c1ccco1)O2
 : -2	-18	13	-1	1	-21	0.6	0	-10
O=C(COc1coc(CN2CCc3ccccc32)cc1=O)Nc1ccc([N+](=O)[O-])cc1
 : -1	1	1	-7	2	-7	0.2	0	1
CC(C)C[C@H](NC(=O)C1CCN(C(=O)[C@H](Cc2ccccc2)NC(=O)OC(C)(C)C)CC1)C(=O)O
 : -5	-6	5	0	-1	-7	-0.5	-10	-6
O=C(O)/C=C/C(=O)Nc1ccccc1C(=O)OCC(=O)c1ccc2c(c1)OCCO2
 : -5	-6	7	-8	6	-22	3.5	-7	-11
O=C(CCN1C(=O)/C(=C/c2ccc(Cl)cc2)SC1=S)NC1C=CS(=O)(=O)C1 (stereo unspecified)
 : 6	1	18	-4	-1	0	0.1	-19	-2
COc1cc(NC(=O)COC(=O)CSc2ccc3ccccc3c2)c(C)cc1[N+](=O)[O-]
 : -8	-6	5	-4	4	-15	5.2	-9	-2
O=C(Cc1csc(-c2ccccc2)n1)Nc1ccc(C(F)(F)F)cc1
 : -7	-12	7	-4	-2	-13	-0.1	-19	6
CCc1nc(CNC(=O)C2CCC(=O)N(Cc3ccccc3F)C2)no1 (stereo unspecified)
 : -3	-8	5	·	1	·	1.4	0	-8
Cc1cc(-c2ccc(C)c(S(=O)(=O)NCC3CCN(Cc4ccc(F)cc4)CC3)c2)on1
 : -4	-6	-4	-16	7	-22	3.8	1	-14
COCc1ccc(C(=O)NC2CC(C)(C)Cc3c2cnn3-c2ccc(C)cc2)o1 (stereo unspecified)
 : -2	-8	13	-12	1	-5	-0.1	-1	-3
Cc1sc2nc(SCC(=O)C(C)(C)C)n(Cc3ccco3)c(=O)c2c1C
 : -5	-9	7	-1	-1	-23	1.3	11	1
COc1ccccc1C(=O)NCCC(=O)NCc1cccnc1
 : -2	1	8	-7	0	-4	0.4	1	-7
CCS(=O)(=O)c1nc(S(=O)(=O)c2ccc(Cl)cc2)c(N2CCC3(CC2)OCCO3)s1
 : -7	1	-6	-7	4	-14	3.1	12	-11
Cc1ccc(NC(=O)CSc2n[nH]c(-c3cccnc3)n2)cc1Cl
 : -6	-4	6	-6	8	-10	2.3	0	-4
NS(=O)(=O)c1ccc(NC(=O)COC(=O)CN2C(=O)C3CC=CCC3C2=O)cc1 (stereo unspecified)
 : -2	-6	2	0	0	2	0.7	1	-17
Cc1ccc(C)c(NC(=O)c2ccc3nccnc3c2)c1
 : -2	2	5	-2	1	-7	0.4	8	2
CCc1ccc(-n2cc(-c3ccc([N+](=O)[O-])cc3)[nH]c2=S)cc1
 : -7	-3	1	-12	-1	-20	0.0	11	-1
CC(Sc1nnc(C2CC2)n1C1CC1)C(=O)Nc1cccc(S(=O)(=O)N(C)C)c1 (stereo unspecified)
 : -8	-7	9	-1	-1	-16	-0.5	-1	-12
CCc1ccc2c(c1)C1(SC(NC(C)=O)=NN1C(C)=O)C(=O)N2CC (stereo unspecified)
 : -8	-3	3	-3	1	-2	0.6	3	-7
Cc1ccc(C(=O)NC2CCS(=O)(=O)C2)cc1S(=O)(=O)N1CCCCC1 (stereo unspecified)
 : -2	-1	1	-11	1	-16	0.0	1	1
CCOC(=O)c1ccccc1NC(=O)C1CC(=O)N(c2ccccc2)C1 (stereo unspecified)
 : -6	1	2	-2	1	-18	0.6	2	16
Cc1ccc(C(C)C)c(OCCNCCc2ccccc2)c1
 : -1	30*	-21	-9	22	-3	15	7	-4
CCCCCCCNC(=O)C1(CC2CC(c3cccc(Br)c3)=NO2)CCN(C(=O)C2(C)CC2)CC1 (stereo unspecified)
 : -4	1	8	-4	9	-32	0.5	-9	-28
CC1CCN(S(=O)(=O)c2cccc(C(=O)N(C)C3CCS(=O)(=O)C3)c2)CC1 (stereo unspecified)
 : -4	-8	8	-16	0	-6	0.2	-4	-19
O=C(Nc1ccc(Cl)cc1)N1CCc2[nH]c3ccccc3c2C1
 : 22*	8	-14	-5	5	-10	0.7	3	-1
CC(C)C(c1nnnn1Cc1ccc(F)cc1)N1CCSCC1 (stereo unspecified)
 : -13	-3	-1	-4	1	-5	8.1	0	5
Cc1cc(C(=O)OCC(=O)NCc2ccccc2Cl)c(C)o1
 : -4	-6	4	-11	0	-25	-0.7	3	-15
CC(Oc1ccc(Cl)cc1)C(=O)Nc1cccc(S(=O)(=O)N2CCCC2)c1 (stereo unspecified)
 : -3	-2	0	·	1	·	-0.3	-17	-3
COC(=O)c1ccc(NC(=O)CSc2nncn2-c2ccccn2)cc1
 : -3	-9	13	2	1	-12	0.4	-1	1
CCn1nnnc1-c1ccc(OC)c(S(=O)(=O)Nc2ccc(C)c(C)c2)c1
 : 0	7	-3	-3	3	-12	1.4	0	5
CC(=O)Nc1ccc(NC(=O)C(C)O/N=C/c2cccc([N+](=O)[O-])c2)cc1 (stereo unspecified)
 : -2	-13	8	-5	5	-3	1.9	-4	-11
Cc1noc(C(=O)Nc2cc(Cl)ccc2O)c1Cl
 : -2	-2	2	-18	11	2	8.0	-4	-8

Going on with the list:
Each structure is followed by: M1 ag	CHRM1 antagonist	CHRM1 PAM	OXTR potentiator	M4 ag	CHO parental Ca	M1 ag parental	M4 antag	CHO-K1 Ca antag
Fc1cccc(Cl)c1Cc1noc(/C=C/c2ccccc2)n1
 : -3	-14	-3	-15	-1	-23	-0.6	6	-12
Cc1oc(C(C)(C)C)cc1C(=O)NCC(=O)NCC(=O)O
 : -4	3	-2	-1	1	9	0.1	5	12
CCCNc1c(NS(=O)(=O)c2ccc(Cl)s2)c(=O)oc2ccccc12
 : -2	2	-1	-2	2	-23	0.1	-1	29*
CNC(=S)N1CCN(S(=O)(=O)c2ccc3ccccc3c2)CC1
 : 0	-11	12	-10	7	8	8.5	5	-9
COc1ccccc1N/N=C/c1ccc2c(c1)OCO2
 : -6	2	0	3	1	-4	0.1	-1	1
CC(=O)N=c1sc2c3ccccc3ccc2n1C
 : -7	-14	4	-10	-2	0	0.5	-5	-19
Cc1cccc(NC(=O)c2ccc([N+](=O)[O-])o2)n1
 : -3	-9	8	-14	0	-5	0.4	5	-9
CC12CS(=O)(=O)CC1SC(=S)N2c1ccccn1 (stereo unspecified)
 : -4	-9	1	4	0	-7	-0.2	-6	-1
Cc1nc2ccccc2c(C)c1CC(=O)N(C)CC(=O)Nc1cccc(F)c1
 : -7	-13	13	1	2	-29	0.5	-8	-8
CCc1ccc2c(c1)cc(C)c1nnc(SCC(=O)Nc3cc(OC)c(OC)cc3C(=O)O)n12
 : -3	4	2	-4	1	5	11	4	6
